HIF-2a inh – inhibitors of HIF-2a; 786-0 RCC cells HIF-2a reporter, luciferase luminescence, overnight; inhibition, % at 18.8 µM; hit rate 0.72% among 360,000; AID 624352;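 active = inhibition of the luminescence signal of 40% or more relative to plate controls, in a single-dose primary screen at 18.75 µM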
NR2E3 ag-1 – activates human photoreceptor nuclear receptor NR2E3. inhibition of corepressor binding, % at 4.78 µM. hit rate 0.12% among 320,000. AID 2300. Q9Y5X4. GST-NR2E3/biotin-RetCOR TR-FRET, 1536-well;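 active = percent inhibition above the cutoff of mean plus 3 SD of all tested compounds, set per screening campaign, cut at about 20% in these data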;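 note: 0% = DMSO wells and 100% = biotin wells as full block of FRET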
Target sequence (Q9Y5X4 whole entry, looked up): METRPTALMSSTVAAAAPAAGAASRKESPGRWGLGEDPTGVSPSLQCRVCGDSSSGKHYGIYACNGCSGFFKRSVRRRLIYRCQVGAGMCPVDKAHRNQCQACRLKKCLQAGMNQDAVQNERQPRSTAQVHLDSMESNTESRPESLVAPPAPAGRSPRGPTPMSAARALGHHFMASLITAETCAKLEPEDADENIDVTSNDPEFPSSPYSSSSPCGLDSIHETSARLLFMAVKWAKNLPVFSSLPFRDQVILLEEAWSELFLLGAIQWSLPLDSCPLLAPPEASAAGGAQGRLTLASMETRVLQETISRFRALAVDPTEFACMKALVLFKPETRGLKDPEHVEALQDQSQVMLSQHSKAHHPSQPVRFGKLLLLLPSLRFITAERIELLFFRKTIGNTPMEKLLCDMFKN
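Test system: GST-NR2E3 and biotin-RetCOR proteins | Quantity: 1.35 nM GST-tagged NR2E3 final | Medium: Tris pH 7.5 | Also added: 7 nM biotin-RetCOR | Dosing: Compound at 4.8 µM, single dose | Timing: 5 h at 4 °C | Detection: Time-resolved FRET | Read-out basis: Percent inhibition | Benchmarks: Biotin wells as high control, 0.6% DMSO wells as low control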
Shn3 inh set2 – Schnurri-3 reporter inhibition in Clone20 osteoblasts | Clone20 osteoblast Shn3 3'UTR firefly luciferase, 24 h | inhibition, % at 12.5 µM | hit rate 0.52% among 360,000 | AID 588674;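 active = mean inhibition of at least 75% with every replicate also reaching 75%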;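 note: 0% = median of neutral control wells and 100% = pilot-screen positive control compound; some compounds past the cut are filed as inactive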
TWEAK-Fn14 inh – inhibitors of TWEAK-Fn14 interaction signaling | TWEAK-stimulated Fn14 reporter cells, luciferase luminescence, 8 h | inhibition, % at 10 µM | hit rate 2% among 360,000 | AID 1159606; in the data active = inhibition above about 50%
NR2E3 ag-2 – human photoreceptor-specific nuclear receptor agonism. Q9Y5X4. CHO-S Gal4-NCOR/VP16-NR2E3 two-hybrid, luciferase. inhibition of corepressor binding, % at 3.98 µM. AID 602229. hit rate 0.35% among 360,000;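 active = inhibition above the mean of all tested compounds plus 3 SD, cut at about 70% in these data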;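 note: 0% = DMSO with NR2E3 transfected cells and 100% = cells lacking NR2E3 construct; higher means lower luciferase signal from less NR2E3 corepressor binding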
TROY signal inh – TROY signaling inhibition; Q293 LMP1-TROYcd NF-kB luciferase reporter, 4 h; inhibition, % at 10 µM; hit rate 0.98% among 360,000; AID 1347056;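 active = compounds whose plate-normalised and pattern-corrected inhibition of the luciferase reporter signal at the single screening dose is 50% or more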
Peg3 promoter – Peg3 promoter activity inhibition. inhibition, % at 20 µM. hit rate 1.7% among 360,000. HeLa PEG-Prom luciferase reporter, luminescence, overnight;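 active = inhibition of at least 50% at 20 µM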
MITF TRPM1 inh – MITF TRPM1 promoter inhibition in SK-MEL-5 cells; SK-MEL-5 TRPM1 promoter luciferase, 24 h; inhibition, % at 12.5 µM; hit rate 0.83% among 330,000;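 active = mean inhibition across replicates of 60% or more, whatever share of single replicates reaches that level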; note: values of inactives mirror those of a sister screen read the other way
CF NFkB block – cystic fibrosis NF-kB activation inhibition | KKLEB NF-kB-GFP reporter, PAF-induced, GFP fluorescence overnight | inhibition, % at 5 µM | hit rate 0.86% among 360,000;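 active = at least 50% inhibition at 5 µM, scaled per plate between neutral and stimulator controls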;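 note: PAF is a Pseudomonas aeruginosa culture filtrate used as stimulus; plate controls were PAF-stimulated DMSO wells for no effect and unstimulated DMSO wells for full effect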
C8 TRAIL sens – sensitizes caspase-8 expressing cells to TRAIL | NB7+C8 cells + TRAIL, ATPlite viability luminescence | inhibition (viability loss, TRAIL sensitization), % at 10 µM | hit rate 1% among 360,000;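 active = compounds causing at least 50% loss of cell viability in the single-dose screen, relative to plate controls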
KKLEB cytotox – CF airway cell cytotoxicity counter-screen. KKLEB CF airway cells viability, ATPlite luminescence, overnight; active compounds read low; cells stimulated with P. aeruginosa culture filtrate. activity change (cytotoxicity), % at 5 µM. hit rate 0.36% among 360,000;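 active = corrected activity change at or below -50% at 5 µM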
The depositor's hits bear a star; x = no result given. A portion of the library; rates above refer to the full screens.

SMILES	HIF-2a inh	NR2E3 ag-1	Shn3 inh set2	TWEAK-Fn14 inh	NR2E3 ag-2	TROY signal inh	Peg3 promoter	MITF TRPM1 inh	CF NFkB block	C8 TRAIL sens	KKLEB cytotox
CCOC(=O)COc1cc([N+](=O)[O-])cc2cccnc12	11	1	0	-10	9	6	3	10	-17	-5	9
CCN(CC)C(=O)CN1CCN(c2ccccc2F)CC1	-8	5	8	3	-14	11	12	14	-3	6	-1
COc1ccc(N(C(=O)c2snc(C(N)=O)c2N)C(C(=O)NC2CCCC2)c2cc(OC)ccc2OC)c(OC)c1 (stereo unspecified)	29	-3	24	0	-26	9	-11	-4	1	-16	-6
O=C(CCc1nnc(-c2ccsc2)o1)N1CCc2c(Cl)cccc2C1	-181	1	-80	-3	-32	-32	-136	-32	2	21	-2
CC(=O)c1ccc(NC(=O)c2ccc3c(c2)C(=O)N(c2ccccn2)C3=O)cc1	22	0	10	16	-10	0	13	3	-6	-5	11
Cc1ccc(C)c(Nc2c([N+](=O)[O-])c(=O)oc3ccccc23)c1	5	2	1	9	-18	-5	44	9	0	11	-7
O=C1C=CC(=O)N1N(c1ccccc1)c1ccccc1	29	4	18	20	0	2	34	3	13	-7	11
Cc1oc2cc3c(C(=O)N4CCCCC4)c(C)oc3cc2c1C(=O)N1CCCCC1	-80	4	-76	74*	-47	60*	-129	-46	5	1	8
CS(=O)(=O)c1ccc(-c2nnc(NC(=O)c3cccc(N4C(=O)CCC4=O)c3)o2)cc1	6	1	4	2	-30	-21	1	3	22	-12	0
O=C(Nc1ccccc1)NC1CCCCNC1=O (stereo unspecified)	-5	1	-3	-7	-18	-13	10	x	8	-16	2
O=C(NCCCNC(=O)c1cc(Cl)ccc1Cl)c1ccccn1	14	6	-9	18	-1	-3	1	9	-20	8	7
O=C(NCc1ccc(F)cc1)c1cc(C2CCCCN2S(=O)(=O)c2cccc3cccnc23)on1 (stereo unspecified)	7	x	1	5	-6	-2	17	x	-12	-3	-2
Cc1ccccc1NC(=O)C(C)OC(=O)CCC(=O)c1ccccc1 (stereo unspecified)	1	x	-8	0	-1	-9	-5	x	-28	1	1
OC[C@@H]1CN(Cc2cccc3ccccc23)C[C@H](n2cnc3c(NCc4ccco4)ncnc32)O1	22	x	9	23	53	7	49	x	-8	6	16
CN1CCN(S(=O)(=O)c2ccc(-c3ccc(Cl)cc3)cc2)CC1	-117	6	-22	-23	-15	-10	-50	-15	1	-1	-3
O=C(CNC(=O)C12CC3CC(CC(C3)C1)C2)N/N=C\c1ccccn1	10	-1	12	-5	14	-3	8	-2	4	-3	2
O=C(NCc1cccnc1)c1ccc(NC(=O)c2cccc([N+](=O)[O-])c2)cc1	10	7	68	-13	26	14	-3	-4	-16	-12	6
O=C(CNS(=O)(=O)c1ccccc1)NCC(=O)N1CCCCC1	13	1	10	20	9	0	7	1	-8	10	8
COc1ccc(S(=O)(=O)NCc2nc3nc(C)cc(C)n3n2)cc1OC	8	-3	-17	10	15	5	11	-2	-17	9	9
Cc1ccc(Cn2cc(CN3CC(N4CCN(C)CC4)CS3(=O)=O)nn2)cc1 (stereo unspecified)	10	x	x	-3	10	-15	x	x	x	3	x
C=CCN(CC=C)C(=S)NC(=O)c1ccc(OC)c(Br)c1	10	4	4	1	15	-9	19	19	-2	12	1
Cc1ccn2c(=S)[nH]nc2c1	7	x	-9	-1	-32	-12	10	x	5	-8	2
CCc1ccc2oc(=O)cc(CN3CCN(CCO)CC3)c2c1	21	4	20	-15	5	-6	2	8	13	-8	-4
CS(=O)(=O)c1ccc(N2CCN(C3CC(=O)NC3=O)CC2)cc1 (stereo unspecified)	7	0	-4	20	-14	-12	13	5	5	9	0
Cn1c(=O)c2c(nc(N3CCCCC3)n2C)n(C)c1=O	-7	-3	-5	14	14	-12	-5	10	7	-1	-18
CN(C)CCNc1c2c(c(C#N)c3nc4ccccc4n13)CCCC2	13	-2	-12	0	-5	6	7	8	7	28	-4
COC(=O)c1cccc(NC(=O)Cc2ccsc2)c1	-11	2	3	10	-30	-11	-10	-34	13	-2	1
O=C(OCCN1CCOCC1)c1cccc(F)c1	9	1	-11	-16	-15	-19	-5	6	-6	-10	-9
Cc1ccc(-c2csc(NC(=O)c3ccccc3Cl)c2C(=O)O)cc1	-170	3	-32	-8	-19	-28	-84	-2	-45	13	10
CSC(SC)=C(C#N)C(=O)c1ccccc1	90*	1	77	-91	-7	4	99*	65*	26	10	-50*
CN(C1CCCCC1)S(=O)(=O)c1ccc(SCC(=O)C(C)(C)C)nc1	-1	x	12	-6	-1	5	11	2	5	0	-14
COC(=O)c1sccc1NC(=O)Nc1ccc(C)cc1C	-16	0	-3	-5	-26	-6	9	-12	-5	-14	9
Cc1ccc(CN(C)Cc2cc(=O)oc3cc(C)c(Cl)cc23)cc1	-7	-2	-5	11	-12	-10	-12	-1	23	-3	-7
O=C(COc1ccc(NS(=O)(=O)c2ccc(F)cc2)cc1)N1CCOCC1	7	-2	-8	-2	27	4	9	5	21	4	-18
CC(C)c1ccc(-c2nc3c([nH]2)c(=O)n(C)c(=O)n3C)cc1	5	-1	-5	13	-10	-12	4	2	-3	-6	15
CC12CCC(C(=O)N(c3ccc(Cl)cc3)C1=O)C2(C)C (stereo unspecified)	15	2	3	0	-12	2	13	-3	0	10	8
COc1ccc(CCN(C)C2CCCN(C(=O)c3ccnn3C)C2)cc1OC (stereo unspecified)	5	2	8	-12	-36	-13	-2	7	24	-6	-7
Cc1ccc(S(=O)(=O)N2CCN(S(=O)(=O)c3ccc(C)cc3)C2)cc1	12	-1	4	7	-7	11	7	-10	-2	3	-3
O=C(NCc1ccccc1)Nc1cccn(Cc2ccccc2Cl)c1=O	-39	0	10	18	-7	-5	-9	-5	12	0	4
Cc1cccc(CSc2nc3ccncc3n2CC(=O)Nc2cc(C)cc(C)c2)c1	-44	1	2	2	-28	-8	-18	x	4	14	-10
NS(=O)(=O)c1ccc(CCNc2nc(C(F)(F)F)nc3ccccc23)cc1	15	-5	37	48	0	13	32	23	10	17	5
COc1ccc(-c2nc(-c3cccc(C(F)(F)F)c3)no2)cc1OC	-88	-4	2	6	-17	-30	-32	-24	-16	0	11
CC1=C(C(=O)OCc2ccccc2)C(c2ccc(N3CCOCC3)cc2)NC(=O)N1 (stereo unspecified)	24	0	-2	-7	-13	7	22	-2	2	-3	-7
CCN(CCCNC(=O)C1CCN(C(=O)c2cc3sccc3n2C)CC1)Cc1ccccc1	3	0	4	-1	-20	0	2	-1	-7	-11	-5
CCC(CO)Oc1cc(NC(=O)c2cccc(OC)c2)c2ncn(C(C)C)c2c1 (stereo unspecified)	-11	x	-4	1	8	0	9	1	-4	7	11
CC(=O)c1c(C)nc(Nc2nc(C)c3cc(C)ccc3n2)nc1C	-51	3	1	-16	-2	-30	-50	-9	4	-2	-9
O=C(CSc1n[nH]c(=O)n1Cc1ccco1)N1CCOCC1	24	-4	x	2	4	4	10	x	1	-4	4
COc1cccc(NC(=O)CN(C)S(=O)(=O)c2ccc(C)cc2)c1	11	2	x	7	-6	14	8	2	8	-5	4
Cc1cc(C)n(CC(=O)NNC(=O)CCCOc2ccc(Cl)c(C)c2)n1	6	-3	4	-3	-7	0	13	-1	-34	-8	2
COc1cc(/C=C/CO)ccc1O[C@@H]1O[C@H](CO)[C@@H](O)[C@H](O)[C@H]1O	25	1	17	1	-7	-6	2	x	-12	0	7
O=C1OCCN1C(=O)[C@H]1[C@H](c2ccc([N+](=O)[O-])cc2)C(c2ccc(F)cc2)=NN1c1ccccc1	-12	x	-24	10	-5	8	6	0	2	18	1
CCOC(=O)C1=C(C)OC(N)=C(C#N)C1c1ccccc1 (stereo unspecified)	6	0	-8	-5	-4	1	-5	5	-6	-4	8
CC(C)Sc1nnc([C@H](Cc2c[nH]c3ccccc23)NC(=O)OC(C)(C)C)o1	13	1	0	20	5	6	14	6	4	4	-11
CCN(c1ccc2c(c1)OCO2)S(=O)(=O)c1cc(Br)cc2c1N(C(=O)C1CC1)CC2	8	-1	24	12	-2	4	31	-1	12	9	0
Cc1cc(C)c(OCC(=O)N2CC=C(c3ccccc3)CC2)c(C)c1	14	0	-7	6	-1	21	22	-4	-10	-7	-8
CN(C)c1ccc(C(=O)C(O)c2ccc(C(C)(C)C)cc2)cc1 (stereo unspecified)	-24	2	41	27	0	-15	4	6	-4	6	-4
CCC(C)C(NC(=O)C1CCC(=O)N1C(=O)OCc1ccccc1)C(=O)NC(C(=O)N1CCCC1C(N)=O)C(C)CC (stereo unspecified)	6	-1	-20	23	-27	4	2	2	-11	2	1
O=C(NNC(=O)c1cccnc1)NC12CC3CC(CC(C3)C1)C2	10	0	13	3	8	-13	9	-15	17	-22	-1
Cc1ccc(-n2c(C)nn(CC3CC3)c2=O)cc1	-7	2	-3	-5	14	-10	-18	-14	-3	1	0
Cc1ccc(N(Cc2ccccc2)C(=O)c2cc(S(=O)(=O)N3CCOCC3)ccc2N2CCCC2)cc1	7	-2	24	-3	-14	-20	3	2	-14	-4	3

New compounds follow:
SMILES	HIF-2a inh	NR2E3 ag-1	Shn3 inh set2	TWEAK-Fn14 inh	NR2E3 ag-2	TROY signal inh	Peg3 promoter	MITF TRPM1 inh	CF NFkB block	C8 TRAIL sens	KKLEB cytotox
CCOC(=O)C1CCN(c2c(N3CCN(Cc4ccccc4)CC3)c(=O)c2=O)CC1	1	-1	-2	2	15	-8	-2	-7	3	-3	-6
CCc1ccccc1NC(=O)CCNC(=O)Cn1ccc2ccccc2c1=O	17	2	-9	23	3	4	15	2	-2	4	2
O=C1Nc2ccc(F)cc2C12SCCS2	-7	1	-18	9	-10	11	12	13	4	-2	-19
Cc1ccc2c(c1)C(=O)CC(O)(C(F)(F)F)O2 (stereo unspecified)	20	4	-15	-4	-13	2	5	0	1	-11	6
Cc1ccccc1N1CC(C(=O)Nc2ccc(S(=O)(=O)NCC3CCCO3)cc2)CC1=O (stereo unspecified)	3	4	11	19	-4	9	7	4	4	-8	-5
C=CCOc1ccc(/C=C/C(=O)OCC(=O)NCC(=O)Nc2c(C)cc(C)cc2C)cc1	1	-1	-12	0	7	-10	5	7	2	0	1

Screening data: PubChem, several laboratories
